Bioassay records (PubChem BioAssay)
Pf Dd2 inh = blocks in vitro growth of P. falciparum Dd2. 120,000 tested, 4.3% active. P. falciparum Dd2 growth, SYBR Green, 72 h. AID 1347417. Potency, µM (top dose mostly 28.9 µM), for inactives: at the highest dose activity, negative = inhibition, usual class: inhibitors; active = well fitted inhibition curve with a large enough effect; inconclusive = small, poorly fitted or top-dose-only effect; inactive = no such curve, though single readings can be large or run the other way;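 note: plate controls were DMSO vehicle for no effect and reference drug for full effect; nearly all actives have a fitted effect of over 65% in size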
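Infected erythrocytes (Dd2, 0.3% parasitemia, 2.5% hematocrit final) are added to compound in RPMI-1640/Albumax II medium, grown 72 h at 37C in low oxygen, then lysed with saponin/Triton-X containing SYBR Green and read by fluorescence.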
Active calls of the source: *; [ ] = dose if it differs, or a comment. Potency is the fitted concentration of half-maximal effect. Some of the compounds tested; the hit share may differ from the screen's.

CC(C)(C)OC(=O)N1CCC(c2c(C(=O)N3CCC(c4ccccc4)C3)cnn2-c2ccc(Cl)cc2)CC1 (stereo not drawn) was read as Pf Dd2 inh 4.5µM*.
Screening CC(C)(Oc1ccc2c(c1)CCC2)C(=O)N1CCC2(CC(=O)NC2=O)C1 (stereo not drawn) returned Pf Dd2 inh -12%.
For Cc1noc([C@@H]2CN(C(=O)c3cc(C)n(C)n3)C[C@H]2COCC2CC2)n1 the results were Pf Dd2 inh 21%.
CN(CCCn1cccn1)C(=O)C1CCN(C(=O)C2CCCC2)CC1 was read as Pf Dd2 inh -1%.
For COc1ccc(C(=O)Nc2ccc(N(C)Cc3ccccc3)c(C(=O)O)c2)cc1 the results were Pf Dd2 inh -1%[0.594 µM].
C=CCN1CCN(C(=O)c2ccc(N3CC4CC(C3)[C@H]3CCCC(=O)N3C4)nc2)CC1 (stereo partly drawn) was read as Pf Dd2 inh 7%.
Screening CCOc1ccccc1NC(=O)c1c(NCc2sccc2C)sc2c1CCC(C)C2 (stereo not drawn) returned Pf Dd2 inh 5.6µM*.
CCn1cnnc1-c1nn(C)c2c1CN(C(=O)c1[nH]nc3c1CCc1cc(OC)ccc1-3)CC2 was read as Pf Dd2 inh inconclusive.
For Cc1ccc(CCNC(=O)CCCc2nnc3n(C)c(=O)c4sccc4n23)cc1 the results were Pf Dd2 inh 2%.
`CN1C[C@H](O)C[C@H]1c1nc(-c2ccc(OC(F)(F)F)cc2)no1` gave Pf Dd2 inh inactive.
`COc1ccc2[nH]cc(CCNC(=O)Nc3ccc(F)cc3)c2c1` gave Pf Dd2 inh 19%.
`Cc1cc(C)n(Cc2ccc(C(=O)N3CCCCCCNC(=O)CC3)o2)n1` gave Pf Dd2 inh -25%.
Screening c1ccc(Nc2cc3c(cn2)CN(Cc2cnc[nH]2)CCN3)cc1 returned Pf Dd2 inh -5%[44.1 µM].
For COc1ccc(NC(=O)O[C@@H]2CO[C@H]3[C@@H]2OC[C@@H]3NC(=O)Nc2cccc(C#N)c2)cc1 the results were Pf Dd2 inh -11%.
For CCN(CC)Cc1cc(C2CC(=O)Nc3n[nH]c(C(=O)O)c32)ccc1OC (stereo not drawn) the results were Pf Dd2 inh -9%.
Screening Cc1cc(C(=O)N2CCN(C(=O)N3CC4CC(C3)[C@H]3CCCC(=O)N3C4)CC2)n(C)n1 (stereo partly drawn) returned Pf Dd2 inh 18%.
`COc1cc(NS(=O)(=O)c2cccs2)cc(OC)c1` gave Pf Dd2 inh 33%[activator].
For Cn1cnnc1CC1CCCN(C(=O)c2ccco2)C1 (stereo not drawn) the results were Pf Dd2 inh 5%.
For CC(C)(CC(=O)O)CC(=O)N[C@H]1CO[C@H]2[C@@H]1OC[C@@H]2n1nnnc1Oc1ccc2c(c1)OCO2 the results were Pf Dd2 inh 13%.
Screening COc1ccc(OCC2(C)COc3ccc(C(=O)NCc4cccnc4)cc3N2)cc1 (stereo not drawn) returned Pf Dd2 inh inconclusive.
For CCOCCCNC(=O)c1c(C)noc1-c1cc(OC)c(OC)c(OC)c1 the results were Pf Dd2 inh -18%.
For COc1ccc(CN2CCOC[C@H](Oc3ccc(C(F)(F)F)cn3)C2)cc1 the results were Pf Dd2 inh -29%[44.1 µM].
Screening CCCN(CCC)C(=O)CC1=CSC2=NC(CC)=C(C(=O)OC)C(c3cccc(F)c3)N12 (stereo not drawn) returned Pf Dd2 inh 2.2µM*.
For CCOc1ccccc1CNC(=O)CN1C(=O)c2cccnc2Oc2ccc(Cl)cc21 the results were Pf Dd2 inh 1%.
For O=C(N[C@@H]1c2ccccc2C[C@@H]1O)c1cc(COc2ccccc2F)[nH]n1 the results were Pf Dd2 inh -18%.
Screening COc1ccc(-c2cc(C(F)(F)F)n3nc(C(=O)Nc4cccc(Cl)c4C)cc3n2)cc1 returned Pf Dd2 inh 39%[activator].
O=C1CCCCCN1C1CCN(Cc2ccsc2)CC1 was read as Pf Dd2 inh 7.1µM*.
`Cc1cn2c(=O)cc(COC(=O)c3cccc(NC(=O)c4ccccc4C)c3)nc2s1` gave Pf Dd2 inh inactive.
`CNc1nc2c(s1)C(c1ccc(F)c(F)c1)CC(=O)N2` (stereo not drawn) gave Pf Dd2 inh -11%.
`O=C(N1CCC(F)CC1)C1(c2ccc(Cl)cc2)CCOCC1` gave Pf Dd2 inh -4%.
For CC(=O)N1CCC(C(=O)N2CCC(n3cc(-c4nc(-c5ccccc5)no4)nn3)CC2)CC1 the results were Pf Dd2 inh inactive.
`CCn1c(C2CCCN(C(=O)Nc3ccc4c(c3)OCCO4)C2)nn(C)c1=O` (stereo not drawn) gave Pf Dd2 inh -21%.
Screening CN1CCC(NC(=O)C(C)(C)Oc2nn(CCOc3ccccc3)c3ccccc23)CC1 returned Pf Dd2 inh inactive.
`O=C(NCCC1CCN(C(=O)Nc2ccccc2F)CC1)c1cccc(F)c1` gave Pf Dd2 inh -19%.
For Cc1ccc(C(=O)N2C[C@@H](Oc3ccccc3)C[C@@H]2C(=O)N2CCOCC2)cn1 the results were Pf Dd2 inh -6%.
COc1ccc(CCN2C(=O)c3[nH]nc(-c4ccccc4O)c3C2c2cccc(OC)c2)cc1 (stereo not drawn) was read as Pf Dd2 inh 10µM*.
For CNC(=O)[C@@H]1CN(C(=O)c2cc(C)n(Cc3ccco3)c2C)C[C@H]1CO the results were Pf Dd2 inh -7%.
`c1ccc(-c2noc(-c3nc(-c4ccccn4)no3)n2)cc1` gave Pf Dd2 inh 20%.
For Cn1nnc2c(NCc3ccccc3Cl)ncnc21 the results were Pf Dd2 inh inactive.
O=C(C1CCOCC1)N1CCCCCCn2c(nnc2-c2ccc(F)cc2)CC1 was read as Pf Dd2 inh 14%.

Of the compounds above, these have a furan ring, fused or not.
`Cc1cc(C)n(Cc2ccc(C(=O)N3CCCCCCNC(=O)CC3)o2)n1` gave Pf Dd2 inh -25%.
For Cn1cnnc1CC1CCCN(C(=O)c2ccco2)C1 (stereo not drawn) the results were Pf Dd2 inh 5%.
For CNC(=O)[C@@H]1CN(C(=O)c2cc(C)n(Cc3ccco3)c2C)C[C@H]1CO the results were Pf Dd2 inh -7%.

Other records
For CCCNC(=O)c1cccc2c1CCN2S(=O)(=O)c1ccccc1F the results were Pf Dd2 inh -17%.
For CCOc1ccccc1C(=O)NC1CCCN(c2cc(-c3ccc(F)cc3)[nH]n2)C1 (stereo not drawn) the results were Pf Dd2 inh -8%.
Screening N#Cc1ccc(CN2CCn3c(nnc3C3CCCNC3)C2)cc1 (stereo not drawn) returned Pf Dd2 inh -8%.
For O=C(NCC1(COc2ccccc2)C[C@@H](O)[C@@H](O)C1)c1ccno1 (stereo partly drawn) the results were Pf Dd2 inh inactive.
CCC(=O)N1CCc2cc(CNS(=O)(=O)c3ccc(C(C)C)cc3)ccc21 was read as Pf Dd2 inh 4%.
For CC1(C)[C@H](Cc2cc(-c3ccc(F)cc3)on2)C[C@@H]1NC1CCOCC1 the results were Pf Dd2 inh inconclusive.
`c1ccc(CNc2ncncc2-c2nc(-c3ccccc3)no2)cc1` gave Pf Dd2 inh -8%.
O=C(NCC(c1cccnc1)N1CCc2ccccc21)c1ccc(F)cc1 (stereo not drawn) was read as Pf Dd2 inh -3%.
`O=C1NCCCCCCN(Cc2ccncc2)[C@@H]2CN(S(=O)(=O)c3cccc(F)c3)CC[C@@H]12` gave Pf Dd2 inh inconclusive.
Screening O=C(C[C@@H]1O[C@H](CNCc2ccc(F)cc2)[C@@H](O)[C@H]1O)NCc1cccnc1 returned Pf Dd2 inh 2%[44.1 µM].
`CC(C)Cc1nn2c(=O)cc(COC(=O)c3cccc(NC(=O)CCc4ccccc4)c3)nc2s1` gave Pf Dd2 inh inactive.
`O=S(=O)(c1ccccc1F)N1CC(c2nc(Cc3ccccc3)no2)C1` gave Pf Dd2 inh -15%.
For COc1cccc(CNC(=O)[C@@]23CCCC[C@H]2N(C)C(=O)CC3)c1OC the results were Pf Dd2 inh 1%.
Screening NC(=O)[C@@H]1C[C@H](Oc2cccnc2)CN1C(=O)C1CCCCC1 returned Pf Dd2 inh 10%.
Screening COc1ccc(-n2nc(C)c([C@@H]3C=C[C@@H](NCc4cccc(Cl)c4)C3)c2C)cc1 returned Pf Dd2 inh inconclusive.
Screening COCCNC(=O)[C@@H]1CCC[C@@H](NC(C)=O)CN(C)C(=O)C1 returned Pf Dd2 inh inactive.
CC(C)c1ccc(C2CC(=O)Nc3cc4c(cc32)OCCO4)cc1 (stereo not drawn) was read as Pf Dd2 inh inconclusive.
For O=C1COCC2(CN(CCCc3ccccc3)C2)CN1Cc1ccccc1 the results were Pf Dd2 inh -39%[44.1 µM].
O=C(c1cccnn1)N1CCC2(CC1)CC(c1ccccc1)CN(C1CC1)C2 (stereo not drawn) was read as Pf Dd2 inh -9%.
Screening O=C(Cc1ccccc1F)N1C[C@@H](CO)[C@H](c2nc(C3CC3)no2)C1 returned Pf Dd2 inh -19%.

Gathered by group, the entries above with two or more sulfur atoms (2)
Screening CCOc1ccccc1NC(=O)c1c(NCc2sccc2C)sc2c1CCC(C)C2 (stereo not drawn) returned Pf Dd2 inh 5.6µM*.
`COc1cc(NS(=O)(=O)c2cccs2)cc(OC)c1` gave Pf Dd2 inh 33%[activator].

More structures follow:
For CCCN1CCC2(CCN(C(=O)c3cccc(Cl)c3)CC2)Oc2ccccc21 the results were Pf Dd2 inh inconclusive.
For CCCCCN1CCCCC12Cc1ccccc1CNC2=O (stereo not drawn) the results were Pf Dd2 inh inconclusive.
For CCCCOC(=O)c1ccc(NC(=O)c2c(OC)cc(=O)n3c2CCCC3)cc1 the results were Pf Dd2 inh inconclusive.
Screening O=C(Nc1ccc2oc(-c3cc(Br)ccc3Cl)nc2c1)c1cc2ccccc2o1 returned Pf Dd2 inh inconclusive.
For COc1cccc(-c2nnc(-c3ccccc3NC(=O)c3ccc(F)cc3F)o2)c1 the results were Pf Dd2 inh 46%[activator].
Cc1ccc(-c2nnc(Nc3ccc(O)cc3)c3ccccc23)cc1S(=O)(=O)N1CCN(C)CC1 was read as Pf Dd2 inh inconclusive.
Screening COc1ccc(CCNC(=O)Cn2nc3n(c2=O)CCCC3)cc1OC returned Pf Dd2 inh 8%.
For O=C(CN1C(=O)CNC1=O)N1C[C@H](CO)C[C@H](CN2CCOCC2)C1 the results were Pf Dd2 inh -5%.
For CCC1(C(=O)Nc2ccc(C)cc2)CCCCC(=O)N1 (stereo not drawn) the results were Pf Dd2 inh -24%.
CCOC(=O)C1(Cc2ccccc2F)CCCN(C(=O)c2ccc(OC)nc2OC)C1 (stereo not drawn) was read as Pf Dd2 inh inactive.
CNS(=O)(=O)c1cn(CC(=O)N2CCN(c3ccccc3F)CC2)cc1S(=O)(=O)NC was read as Pf Dd2 inh 0%.
Screening CC(C)c1noc(-c2cn(C3CCN(C(=O)c4ccc(C#N)cc4)CC3)nn2)n1 returned Pf Dd2 inh inconclusive.
For Cc1cc(C(=O)N2CC[C@H](NS(=O)(=O)c3cccs3)C[C@H]2C(=O)N[C@H](Cc2ccccc2)C(N)=O)n(C)n1 the results were Pf Dd2 inh 4%.
`Cc1c(Cl)cccc1NC(=O)Cn1ccn2nc(-c3ccc(F)cc3)c(CO)c2c1=O` gave Pf Dd2 inh 6%.
Screening Cc1ccsc1C(=O)N1CCC(N2C[C@H](O)C[C@H]2C(=O)NC2CCCCC2)CC1 returned Pf Dd2 inh inconclusive.
Screening COc1ccc2cc(C3CN(C(=O)c4ccc(C)cc4OC)CCO3)ccc2c1 (stereo not drawn) returned Pf Dd2 inh inactive.
Screening OCc1ccc(CN2C[C@H](O)C[C@H]2c2nc(-c3ccc(OC(F)(F)F)cc3)no2)o1 returned Pf Dd2 inh inactive.
`COc1ccc(S(=O)(=O)NCc2cccn2Cc2cc(C)ccc2C)cc1OC` gave Pf Dd2 inh -5%.
Screening Cc1ccc(C(=O)N2CCc3nc(-c4ccc(Cl)cc4)nc(-c4ccccc4)c3C2)cc1 returned Pf Dd2 inh -3%.
`COc1ccc(CCNC(=O)CCCCn2c(=O)c3ccccc3n(Cc3ccc(Cl)cc3)c2=O)cc1OC` gave Pf Dd2 inh inactive.

Ordered by formula weight (smallest number first): some entries from above
Screening CC(C)c1noc(-c2cn(C3CCN(C(=O)c4ccc(C#N)cc4)CC3)nn2)n1 returned Pf Dd2 inh inconclusive.
For CCCCOC(=O)c1ccc(NC(=O)c2c(OC)cc(=O)n3c2CCCC3)cc1 the results were Pf Dd2 inh inconclusive.
For COc1cccc(-c2nnc(-c3ccccc3NC(=O)c3ccc(F)cc3F)o2)c1 the results were Pf Dd2 inh 46%[activator].
`COc1ccc(S(=O)(=O)NCc2cccn2Cc2cc(C)ccc2C)cc1OC` gave Pf Dd2 inh -5%.
Screening Cc1ccc(C(=O)N2CCc3nc(-c4ccc(Cl)cc4)nc(-c4ccccc4)c3C2)cc1 returned Pf Dd2 inh -3%.

Other records follow:
Cc1oc(-c2cccc(Cl)c2)nc1CN1CCCC(C(=O)NCCc2ccc(Cl)cc2)C1 (stereo not drawn) was read as Pf Dd2 inh 1%.
CCCNC(=O)c1c(NC(=O)c2ccccc2F)sc2c1CCCCC2 was read as Pf Dd2 inh 15%[0.594 µM].
Screening COc1ccc(CCNC(=O)CS(=O)Cc2nc(-c3ccccc3F)oc2C)cc1OC (stereo not drawn) returned Pf Dd2 inh 1%.
Screening C[C@@H]1CN(c2ccc(C(=O)N3CCC(N4CCOCC4)CC3)cn2)C[C@H](C)O1 returned Pf Dd2 inh -8%.
CCc1ccc2occ(CC(=O)Nc3c(C(=O)Nc4ccc(C)cc4)oc4ccccc34)c2c1 was read as Pf Dd2 inh inconclusive.
For CCC1Oc2ccc(NC(=O)COc3ccccc3)cc2CN(Cc2ccc(OC)cc2)C1=O (stereo not drawn) the results were Pf Dd2 inh -10%.
